WT yeast gro inh – growth inhibition of WT yeast, mitochondrial fusion screen. inhibition, % at 10 µM. mitochondrial fusion phenotypic screen, WT strain. 2.1% of 190,000 active; in the data active = inhibition above about 58%; tested in S. cerevisiae
Autophagy mod – autophagy modulation, high-content screen; MEF GFP-LC3 puncta imaging; test concentration mostly 10 µM; calls only at 10 µM (by protocol); 0.98% of 190,000 active;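 active = percentage of spot-positive cells more than 3 SD above its plate mean, without a fluorescence outlier flag or 80% toxicity; inconclusive = no clear call, values can overlap the other calls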;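 also: spot-positive cell cutoff set from DMSO-treated cells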
MT stabilize HCS – microtubule stabilizers in HeLa cells. HeLa tubulin immunostaining HCS, 24 h; share of cells brighter than vehicle mean+2SD. % tubulin-high responders, % at 10 µM. 0.83% of 200,000 active. AID 2205;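 active = plate Z-score above 3 for both tubulin-high and condensed-nucleus cell shares, with cell loss under 80%, at 10 µM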;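 also: anti alpha tubulin signal scored within the nucleus-defined area of each cell; some results filed as inactive read as strong as hits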
Yfh1-off respiration – enhancers of respiration in Yfh1-depleted yeast, dose response, Friedreich's ataxia, plus single-dose screen (AID 1465); 0.074% of 220,000 active; S. cerevisiae Yfh1-off respiration, WST-1 reduction, 72 h; higher fold induction means a stronger effect; fold induction at 50 µM, or EC50 in µM where a hit was titrated;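 active = fold induction of absorbance versus untreated yeast above a set limit, then at least 30% activation at any dose in follow-up; inconclusive = repeats straddling the limit, or above it without dose testing; inactive = fold induction below the set limit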;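 also: activators that raise dye reduction in frataxin-depleted yeast; strong numbers were not always called active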
HEK293 NOD2/NF-kB – NOD2 signaling inhibitors, cell-based, luminescence, uHTS, HEK293 (AID 1566) | HEK293 NOD2/NF-kB luciferase reporter, luminescence; higher % means a stronger effect | one-dose inhibition, % at 4 µM; EC50 in µM for titrated hits | 0.63% of 290,000 active; in the data active = inhibition above about 50%; also: many of its hits are not listed in these tables
Insulin prom up – MIN6 insulin promoter up-regulation; z-score at 5 µM; MIN6 insulin promoter-GFP reporter, high-content imaging; hits give high values; 0.3% of 190,000 active;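 active = z-score above 3 at 5 µM with at least 500 cells counted in the well; inconclusive = wells under 500 cells, flagged as cytotoxic or low count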
Dynein transport – dynein cargo transport inhibition. z-score, hits read low. 3617.4 mouse cells, GR-EGFP nuclear translocation imaging; test concentration mostly 20 µM; stimulated with dexamethasone, 1 µM; hits give low values. AID 1381. 0.47% of 220,000 active;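 active = plate z-score of nuclear minus cytoplasmic receptor signal below a set negative limit, without overly bright fluorescence or cell loss, cut at about -3.5 in these data, passing the limit was not always enough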;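 also: z-score of nuclear minus cytoplasmic ring GR-EGFP intensity difference per well; some compounds called inactive have numbers as strong as hits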
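Medium: Induction medium lacking tetracycline, stripped serum | Probe or stimulus: 1.0 µM final dexamethasone stimulus | Schedule: 48 h induction, then 1 h compound, then 30 min agonist, 37 °C | Signal: Automated 10x imaging of fixed Hoechst-stained cells | Evaluation: Per-cell GR-EGFP intensity, nucleus versus surrounding cytoplasmic ring, well-averaged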
Lipid droplet – modulators of hepatic lipid droplet formation; AML12 mouse hepatocytes, oleate lipid droplets, BODIPY imaging; inhibition, % at 6.5 µM; 0.4% of 240,000 active; AID 1656;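 active = lipid droplet intensity inhibited by at least 50%, with more than 500 cells counted; inconclusive = wells with under 300 cells, treated as cytotoxic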
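Test system: AML12 hepatocytes (mouse); reagent: oleate loading, 100 µM; dosing: one dose, 6.5 µM compound; incubation: overnight exposure; signal: fluorescence imaging, 20x objective, two fields per well; read-out basis: % inhibition of corrected integrated BODIPY droplet signal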
b-catenin transl – alters nuclear translocation of beta-catenin in HeLa cells | immunofluorescence imaging | AID 1665 | 0.3% of 190,000 active | nuclear translocation activity, % at 5 µM;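 active = nuclear translocation activity above 50% at 5 µM, with a well cell count of 50 or more; inconclusive = wells under 50 cells across six images, flagged as toxic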;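 also: per-cell ratio of nuclear to cytoplasmic median beta-catenin stain intensity; plate controls were DMSO negative control for no effect and GSK-3 inhibitor IX positive control for full effect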
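Assay system: human HeLa cells, native beta-catenin; doses: 5 µM primary, 0.02–20 µM confirmation; incubation: compound treatment 24 h, 37°C, 5% CO2; technique: fluorescence imaging of beta-catenin antibody stain plus DAPI; measure: % activation, nuclear-to-cytoplasmic median beta-catenin signal ratio per cell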
WT yeast gro inh mutant strain – also measured in WT yeast gro inh; calls as there; inhibition, %; mitochondrial fusion phenotypic screen, mutant strain inhibition
Dynein transport cytoplasmic EGFP – also measured in Dynein transport; calls as there; z-score; measured here: cytoplasmic GR-EGFP intensity; hits give high values
Dynein transport nuclear GR-EGFP – recorded beside Dynein transport, whose call it bears; z-score; measured here: nuclear GR-EGFP intensity;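 lower value marks the stronger effect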
Dynein transport cell count – second read-out of Dynein transport, no call of its own (marks repeat the call); z-score; measured here: cell count per field
Insulin prom up cell count – also measured in Insulin prom up; calls as there; cell count; measured here: cytotoxicity, nuclei count;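 total cells summed across four imaged fields per well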
Lipid droplet cells 6.5 µM – further read-out of Lipid droplet, marked with its call; cell count; measured here: cell count, cytotoxicity flag;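 cells counted across two imaged fields per well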
b-catenin transl cell count 5 µM – further read-out of b-catenin transl, marked with its call; cell count; measured here: cell count, cytotoxicity flag
MT stabilize HCS Hoechst-high % – further read-out of MT stabilize HCS, marked with its call; % Hoechst-high responders; measured here: nuclear condensation Hoechst responders;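 share of cells brighter than vehicle mean plus two SD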
MT stabilize HCS cytotoxicity % – further read-out of MT stabilize HCS, marked with its call; toxicity, %; measured here: cytotoxicity by cell density;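 0% = mean cell density of plate MIN control wells and 100% = no cells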
Autophagy mod cell loss 18 h – recorded beside Autophagy mod, whose call it bears; toxicity, %; measured here: cell loss, nuclei count;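 cell loss after 18 h compound exposure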
Active calls of the source: *; i = inactive; ? = inconclusive; / = not tested or not shown; + = active, no number.

Values in the order – Dynein transport nuclear GR-EGFP	Dynein transport	MT stabilize HCS cytotoxicity %	Yfh1-off respiration	b-catenin transl	WT yeast gro inh mutant strain	Insulin prom up	Lipid droplet	Autophagy mod	WT yeast gro inh	Insulin prom up cell count	Dynein transport cell count	MT stabilize HCS	Dynein transport cytoplasmic EGFP	Lipid droplet cells 6.5 µM	Autophagy mod cell loss 18 h	HEK293 NOD2/NF-kB	b-catenin transl cell count 5 µM	MT stabilize HCS Hoechst-high %
Cc1ccc(NS(=O)(=O)c2cccc(C(=O)O)c2)cc1S(=O)(=O)N1CCOCC1
 : 0.041	-0.075	9.4	i	1.2	-6	1.7	-6	i	-11	1477	0.65	3.8	-0.26	411	-1	1%	1124	1.8
CCN(C(=O)c1nn(-c2ccc(OC)cc2)c(=O)c2c1c1ccccc1n2C)c1ccc(OC)cc1
 : -0.16	-0.59	2.5	i	0.1	17	-0.62	-20	i	1	1310	0.29	1.9	-0.04	705	-2	-16%	1096	2.0
O=C(c1ccccc1)N1CCN(C2C3CC4CC(C3)CC2C4)CC1 (stereo not drawn)
 : 0.4	0.57	7.2	i	/	-3	-0.33	/	i	-13	996	0.14	1.2	-0.31	/	-11	-18%	/	1.8
O=C(CCN1c2ccccc2Sc2ccccc21)OCC(=O)N1CCN(C(=O)c2ccco2)CC1
 : 0.82	-0.17	7.0	i	1.1	1	-0.19	/	i	16	1474	-0.28	8.0	1.3	/	6	3%	1395	1.7
O=C(CN1CCN(c2ccc(F)cc2)CC1)N1CCOCC1
 : 0.56	0.14	7.1	i	0.6	21	-0.88	/	i	3	1241	-0.94	6.1	-0.31	/	-16	3%	1154	3.5
COc1ccc(-c2cc(-c3ccccc3O)[nH]n2)cc1OC
 : 1.3	2.5	1.2	i	-3.8	38	0.37	/	i	36	1100	-1.3	4.2	-0.19	/	16	-108%	1050	1.8
COc1ccc(-c2[nH]ncc2CNC(C)c2cn(C)nc2C)c(F)c1 (stereo not drawn)
 : -0.2	-0.21	10	i	-0.2	8	0.18	7	i	-6	1482	-0.33	5.4	0.049	731	0	6%	1058	2.5
CC1CCCC(NC(=O)NC(=O)CCl)C1C (stereo not drawn)
 : -2.1	-3.3	6.1	i	/	-21	-0.69	2	i	-12	958	-0.36	2.6	0.85	496	4	/	/	6.8
Cc1nn(Cc2ccccc2)c(Cl)c1/C=N/NC(=O)c1cccnc1
 : -0.64	-0.6	3.7	i	/	15	?	-41	i	-2	/	0.16	3.4	-0.3	632	-12	-16%	/	3.0
CCN1C(=O)c2cccc3c(S(=O)(=O)Nc4ccc(OC)cc4OC)ccc1c23
 : 0.29	0.48	7.0	/	0.9	-1	-1.4	/	i	2	811	0.01	5.6	-0.29	/	2	23%	874	2.2
CCCc1cc(C(=O)N(C2CCCCC2)C2CCCCC2)no1
 : -0.067	-0.16	5.0	i	1.0	19	-0.92	/	/	42	878	0.056	4.6	-0.22	/	/	3%	1214	2.0
CC(=O)C1=C(O)C(=O)N(CCN(C)C)C1c1ccc(Cl)cc1 (stereo not drawn)
 : -0.23	-0.7	11	i	-3.2	-42	-1.3	/	i	9	1458	0.8	2.1	-0.17	/	-4	-3%	861	2.5
Cc1onc(-c2ccccc2)c1-c1ccnc(N)n1
 : 0.2	0.54	/	i	0.2	/	-0.06	8	/	/	1117	0.066	/	-0.27	654	/	-2%	1309	/
CCOC(=O)N1CCN(c2c(F)cc3[nH]c(=S)[nH]c3c2Br)CC1
 : -0.39	0.44	34*	i	-0.6	-8	0.6	-10	+	7	1243	0.62	47*	-0.22	694	31*	-6%	791	32*
O=c1c2cc([N+](=O)[O-])ccc2nc(CN2CCN(c3ccccn3)CC2)n1-c1ccccc1F
 : 0.12	-0.35	5.9	i	1.4	13	2.2	-23	i	39	1152	0.22	3.2	-0.27	700	-8	/	1069	3.5
Cc1cc(N)ccc1-n1c(C)ccc1C
 : 0.56	0.78	5.4	i	-1.1	3	/	/	i	7	/	-0.15	2.8	-0.12	/	15	10%	917	1.9
O=C(Oc1ccccc1N1C(=O)C2CC=CCC2C1=O)c1ccc(Br)cc1 (stereo not drawn)
 : -0.4	-0.9	9.3	i	-2.3	-1	/	-5	i	8	/	0.27	7.1	-0.22	480	3	-15%	934	1.3
O=C(NC1CCCCC1)C(=S)N1CCOCC1
 : 0.71	0.85	9.7	i	0.3	12	1.3	-1	i	-16	1440	-0.25	3.8	-0.27	616	17	-1%	1502	2.7
CCCSc1nnc(N)s1
 : 0.42	-0.19	9.2	i	-3.4	-19	0.13	2	i	-8	1223	0.82	4.2	-0.24	742	-55	3%	582	3.1
C=CCNC(=S)Nc1ccc(C(N)=O)cc1
 : 0.78	0.7	0.6	i	-3.0	1	-0.09	12	i	4	1226	-1.4	2.5	0.055	695	-12	0%	1083	0.7
O=C(Nc1ccc(C(=O)N2CCOCC2)cc1)c1cccs1
 : -0.1	-0.78	11	i	-9.0	10	-0.52	/	i	11	945	0.24	3.5	-0.23	/	-11	6%	954	2.2
COc1cc(C2NC(=O)N(C)C3=C2C(=O)CCC3)cc(OC)c1OC (stereo not drawn)
 : -0.0083	-0.65	6.2	i	/	2	/	/	i	1	/	-0.32	6.9	-0.26	/	13	14%	/	2.8
CCOC(=O)c1nnn(-c2nonc2N)c1CSc1ccccn1
 : -0.007	-0.38	8.2	i	-5.1	-19	0.49	/	i	-5	1538	0.57	2.4	-0.081	/	47	6%	929	1.1
O=[N+]([O-])c1cnn(-c2nc(-c3cccs3)cc(C(F)(F)F)n2)c1
 : 0.4	0.084	8.8	i	-1.9	10	-0.57	-7	i	8	1304	-0.15	4.2	0.14	713	3	3%	1108	2.2
C=CCOC(=O)C1=C(C)NC(SCC(=O)N(CC)CC)=C(C#N)C1c1ccco1 (stereo not drawn)
 : 0.031	0.019	3.4	i	-2.0	1	-0.64	-3	i	-2	1154	-0.46	2.3	-0.24	674	4	-28%	1041	1.5
COc1ccc(CCN2C(=O)N(c3ccc(OC)cc3)C(=O)C2CC(=O)Nc2ccccc2)cc1 (stereo not drawn)
 : -0.11	0.81	3.7	i	-0.7	3	-0.85	5	i	13	1253	-0.87	3.4	0.11	701	-6	-4%	1102	4.4
CCCCCCCCS(=O)CCC(=O)O (stereo not drawn)
 : 0.054	0.5	5.4	i	-0.3	-6	0.43	3	i	-1	1230	-0.82	1.8	-0.31	733	1	8%	1088	2.3
Cc1occc1-c1nnc(SCC(=O)N2c3ccccc3CCc3ccccc32)n1C
 : -0.02	-0.53	9.3	/	-3.8	-3	0.09	/	i	8	1099	-0.49	6.3	-0.16	/	20	22%	787	3.3
NS(=O)(=O)c1ccc(NC(=O)COC(=O)CNC(=O)C23CC4CC(CC(C4)C2)C3)cc1
 : -0.2	-0.95	7.3	i	-3.4	17	0.53	-13	i	-8	1335	1.2	5.7	-0.31	671	15	-7%	1096	3.0
O=[N+]([O-])c1nn(-c2ccc3c(c2)OCCO3)n(O)c1=NCCC1=CCCCC1
 : 0.18	-0.56	2.4	i	-4.9	-6	-0.72	21	i	1	1655	-0.095	1.8	-0.3	654	-11	-18%	1045	1.6
COc1ccc(S(=O)(=O)N2CCN(CC(=O)Nc3ccc(C)c(F)c3)CC2)cc1
 : -0.24	-0.33	3.5	i	-1.7	9	0.5	-14	i	25	1775	0.53	4.4	-0.27	546	-1	-2%	1070	3.3
CCN(CC(=O)Nc1ccccc1Br)C1CCCCC1
 : 0.91	1.2	6.2	i	-0.4	7	-0.92	-5	i	6	1227	-1.3	3.9	1.3	674	-2	-19%	1070	4.4
O=C(NC1CCCCC1)N1CCCCCC1
 : 0.16	0.53	4.4	i	-4.3	2	/	/	i	6	/	-0.52	3.8	-0.4	/	18	-22%	1032	1.4
c1ccc(C2=NNC(=NCc3ccc4c(c3)OCO4)SC2)cc1
 : -0.2	-0.1	6.1	i	0.5	7	-0.97	-16	i	-10	1503	0.14	4.7	-0.23	693	3	-56%	1101	1.5
O=C(Cn1nnc2c(cnn2-c2ccccc2)c1=O)N1CCN(c2ccccc2F)CC1
 : -0.15	-0.4	6.3	i	1.1	/	-0.24	/	i	/	1020	0.79	1.4	0.02	/	-2	-1%	1101	1.1

3 structures already listed, ordered by SMILES length, high to low:
Values in the order – Dynein transport nuclear GR-EGFP	Dynein transport	MT stabilize HCS cytotoxicity %	Yfh1-off respiration	b-catenin transl	WT yeast gro inh mutant strain	Insulin prom up	Lipid droplet	Autophagy mod	WT yeast gro inh	Insulin prom up cell count	Dynein transport cell count	MT stabilize HCS	Dynein transport cytoplasmic EGFP	Lipid droplet cells 6.5 µM	Autophagy mod cell loss 18 h	HEK293 NOD2/NF-kB	b-catenin transl cell count 5 µM	MT stabilize HCS Hoechst-high %
O=c1c2cc([N+](=O)[O-])ccc2nc(CN2CCN(c3ccccn3)CC2)n1-c1ccccc1F
 : 0.12	-0.35	5.9	i	1.4	13	2.2	-23	i	39	1152	0.22	3.2	-0.27	700	-8	/	1069	3.5
O=C(Nc1ccc(C(=O)N2CCOCC2)cc1)c1cccs1
 : -0.1	-0.78	11	i	-9.0	10	-0.52	/	i	11	945	0.24	3.5	-0.23	/	-11	6%	954	2.2
Cc1cc(N)ccc1-n1c(C)ccc1C
 : 0.56	0.78	5.4	i	-1.1	3	/	/	i	7	/	-0.15	2.8	-0.12	/	15	10%	917	1.9

Not all compounds are listed; count on the stated rates, not on these rows.
